Screening results (PubChem)
YAP1 CTGF inhibition: YAP1 pathway inhibitors via CTGF transcript, primary screen, DLD1 colon cancer cells, RT-qPCR, single point (AID 743449) | DLD1 CTGF mRNA qPCR, 24 h; active compounds read high | inhibition, % at 12.5 µM | hit rate 0.9% among 9,900;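 active means mean normalized replicate activity at least 50 and at least half of replicates each reaching 50; inconclusive means only one of the two criteria met; inactive means neither criterion met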;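 further: 0% = neutral control wells and 100% = dasatinib control wells; higher means stronger suppression of CTGF expression like dasatinib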
Pax4 mRNA alpha TC1: activators of Pax4 gene expression, primary screen, RT-PCR, mouse alpha TC1 cells, single point (AID 1053180); hit rate 0.2% among 9,600; mouse alpha TC1 cells, Pax4 mRNA qPCR, 6 days; active compounds read high; 100% = Pax4 plasmid added at qPCR; activation, % at 10 µM;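 active means highest normalized replicate activity of 15 or more, or at least half the replicates reach 15 or more; inactive means neither condition met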;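 further: pax4 Ct normalized to GAPDH with activation seen as lower delta delta Ct; plate controls were plate neutral control wells for no effect and Pax4 plasmid positive control for full effect; each compound tested in two replicate wells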
Starred values were filed as active, the others as inactive; u = inconclusive; x = no result given. The list is partial, so the mix of outcomes need not match the whole.

SMILES	YAP1 CTGF inhibition	Pax4 mRNA alpha TC1
O=C(CCN1CCCCC1)N[C@@H]1CC[C@H](CCn2cc(-c3cccc(F)c3)nn2)O[C@H]1CO	-10	0.0
COCC(=O)N1[C@H](CO)[C@@H]2c3ccccc3N(C)C[C@@H]21	21	0.0
CC(=O)NC[C@H]1[C@@H](c2ccc(-c3cccnc3)cc2)[C@@H](CO)N1C(=O)CC1CC1	18	0.0
O=C(Nc1cccc(F)c1)N1C[C@@H]2[C@H](c3ccccc31)[C@H](CO)N2C(=O)Cc1ccccn1	-6	0.0
C[C@@H]1CCCCO[C@@H](CN(C)S(=O)(=O)c2cn(C)cn2)[C@@H](C)CN([C@@H](C)CO)C(=O)c2cc(NC(=O)Nc3cccc4ccccc34)ccc2O1	-13	0.0
C[C@H]1CN([C@@H](C)CO)C(=O)c2cc(NS(=O)(=O)c3cn(C)cn3)ccc2O[C@@H]1CN(C)S(=O)(=O)c1ccc(F)cc1	7	0.0
C[C@@H]1CN([C@H](C)CO)C(=O)c2ccccc2-c2ccccc2CO[C@H]1CN(C)C(=O)Nc1cccc(C(F)(F)F)c1	-5	0.0
CO[C@@H](CN(C)C(=O)Nc1ccc(Cl)cc1)[C@@H](C)CN(Cc1ccccc1Cl)[C@@H](C)CO	u	0.0
CCCC(=O)Nc1ccc2c(c1)OC[C@@H](C)N(CC1CCOCC1)C[C@@H](C)[C@@H](OC)CN(C)C2=O	-13	0.0
O=C(NC1CCCCC1)N1CC2(C1)[C@@H](c1ccccc1)[C@@H](CO)N2CC1CCCC1	20	x
COc1ccc(S(=O)(=O)N(C)C[C@@H]2OCCCC[C@@H](C)Oc3ccc(NC(=O)Cc4ccccc4)cc3C(=O)N([C@H](C)CO)C[C@@H]2C)cc1	-2	0.0
C[C@@H]1CN([C@H](C)CO)S(=O)(=O)c2ccc(-c3ccncc3)cc2O[C@H]1CN(C)S(C)(=O)=O	u	0.0
O=C(c1ccc2c(c1)OCO2)N1C[C@H]2[C@@H](c3ccccc31)[C@H](CO)N2C(=O)CC1CC1	19	0.0
C[C@@H]1CCCCO[C@@H](CN(C)Cc2ccc(Cl)c(Cl)c2)[C@@H](C)CN([C@H](C)CO)C(=O)c2cc(NS(=O)(=O)c3cccs3)ccc2O1	3	0.0
CN(C)C(=O)C[C@H]1CC[C@H]2[C@@H](COC[C@@H](O)CN2C(=O)C2CCOCC2)O1	-27	0.0
O=C(C[C@@H]1CC[C@@H]2NC[C@@H](O)COC[C@H]2O1)Nc1ccc(-c2ccccc2)cc1	21	0.0
COc1ccc(C[C@H]2CCn3nncc3COCCCNC2=O)cc1	-39	0.0
C[C@@H]1CCCCO[C@@H](CN(C)S(=O)(=O)c2ccc(F)cc2)[C@@H](C)CN([C@@H](C)CO)C(=O)c2cc(N(C)C)ccc2O1	-20	0.0
O=C(N[C@@H]1CC[C@@H](CC(=O)N2CCOCC2)O[C@H]1CO)c1cccc(F)c1	0	0.0
O=C(N[C@H]1CC[C@@H](CCn2cc(-c3ccccc3F)nn2)O[C@H]1CO)c1ccc2c(c1)OCO2	u	0.0
COc1ccccc1-c1ccc2n(c1=O)C[C@@H]1[C@@H](CO)[C@H](C(=O)NCc3ccccc3Cl)N[C@H]21	-6	0.0
O=C(Cc1ccccc1)N1CC[C@H]2[C@H](CO)Nc3ccc(C4=CCCCC4)cc3[C@H]21	-13	0.0
COc1ccc([C@H]2CC=CC[C@@H](C)Oc3ccccc3C(=O)N(C)[C@H](C(C)C)C(=O)N2)c(OC)c1 (mixture of isomers)	3	1.2
COc1ccc(S(=O)(=O)N(C)C[C@@H]2Oc3c(NC(=O)c4nc5ccccc5s4)cccc3C(=O)N([C@H](C)CO)C[C@H]2C)cc1	10	0.0

Rewritten as labelled records: part of the list above
COc1ccc([C@H]2CC=CC[C@@H](C)Oc3ccccc3C(=O)N(C)[C@H](C(C)C)C(=O)N2)c(OC)c1 (mixture of isomers)
  YAP1 CTGF inhibition: 3; Pax4 mRNA alpha TC1: 1.2
O=C(C[C@@H]1CC[C@@H]2NC[C@@H](O)COC[C@H]2O1)Nc1ccc(-c2ccccc2)cc1
  YAP1 CTGF inhibition: 21; Pax4 mRNA alpha TC1: 0.0
O=C(c1ccc2c(c1)OCO2)N1C[C@H]2[C@@H](c3ccccc31)[C@H](CO)N2C(=O)CC1CC1
  YAP1 CTGF inhibition: 19; Pax4 mRNA alpha TC1: 0.0
O=C(N[C@@H]1CC[C@@H](CC(=O)N2CCOCC2)O[C@H]1CO)c1cccc(F)c1
  YAP1 CTGF inhibition: 0; Pax4 mRNA alpha TC1: 0.0

(further entries)
SMILES	YAP1 CTGF inhibition	Pax4 mRNA alpha TC1
O=C(c1ccncc1)N1C[C@@H]2[C@H](c3ccccc31)[C@H](CO)N2C(=O)CN1CCOCC1	19	0.0
CCC(=O)N1[C@@H](CO)[C@@H]2c3ccccc3N(C(=O)Nc3ccc(Cl)cc3)C[C@@H]21	-23	0.0
COc1ccc2c3c(n(C)c2c1)[C@H](CO)N(Cc1ccccc1)CC31CN(CC2CC2)C1	14	0.0
O=C1N[C@H](c2ccccc2)COCc2cn(nn2)CC[C@@H]1Cc1cccc(Cl)c1	20	0.0
COc1ccc(-c2ccc([C@H]3[C@H]4CN(Cc5ccccc5)CC(=O)N4[C@H]3CO)cc2)cc1	-4	0.0
O=C(C[C@@H]1CC[C@H]2[C@@H](COC[C@@H](O)CN2Cc2nccs2)O1)NCc1ccccc1Cl	5	0.0
COc1ccccc1NC(=O)N1C[C@@H](O)COC[C@H]2O[C@@H](CC(=O)N3CCC(Cc4ccccc4)CC3)CC[C@@H]21	9	0.1
CC(C)CC#Cc1ccc([C@@H]2[C@H](CO)N3C(=O)CN(C(=O)Nc4cc(F)ccc4F)C[C@@H]23)cc1	9	0.0
O=C(C[C@@H]1CC[C@H](NC(=O)CN2CCOCC2)[C@H](CO)O1)NC1CCC1	-38	0.0
CN1C(=O)c2cc(NS(C)(=O)=O)ccc2OC[C@H]2O[C@H](CC(=O)NCc3ccccc3)CC[C@@H]21	-29	0.0
COc1ccc(S(=O)(=O)Nc2ccc3c(c2)CC(=O)N([C@H](C)CO)C[C@@H](C)[C@H](CN(C)C(=O)Nc2c(C)noc2C)O3)cc1	0	0.0
COc1cccc(C#Cc2ccc([C@H]3[C@H]4CN(C(=O)Cc5cccnc5)CC(=O)N4[C@H]3CO)cc2)c1	13	0.0
CC(C)NC(=O)Nc1ccc2c(c1)C(=O)N(C)[C@H]1CC[C@H](CC(=O)NCc3ccc(F)cc3)O[C@H]1CO2	26	0.0
N#C[C@H]1[C@H](c2ccccc2)[C@@H](CO)N1C(=O)Nc1cccc(F)c1	7	0.0
O=C(C[C@@H]1CC[C@@H]2[C@H](COC[C@H](O)CN2C(=O)c2cccnc2)O1)NCC1CC1	-6	0.0
C[C@H](CO)N1C[C@H](C)[C@@H](CN(C)Cc2ccc(C(F)(F)F)cc2)OCCCC[C@H](C)Oc2ccc(NC(=O)Nc3cccc4ccccc34)cc2C1=O	19	0.0
COc1ccc2c3c([nH]c2c1)[C@H](CO)N(S(=O)(=O)c1cn(C)cn1)CC31CCN(Cc2ccccc2Cl)CC1	-239	0.0
C[C@@H]1CN([C@H](C)CO)C(=O)CCCn2cc(nn2)CO[C@@H]1CN(C)C(=O)Nc1cccc(C(F)(F)F)c1	23	0.0
O=C(NC1CCCC1)[C@H]1[C@H](CO)[C@H]2Cn3c(cccc3=O)[C@H]2N1CCc1ccccc1	-39	0.0
CCC(=O)N1[C@H](CO)[C@H]2c3ccccc3N(C(=O)c3cnccn3)C[C@H]21	10	0.0
CN(C)C(=O)C[C@@H]1C[C@@H]2c3cc(NC(=O)c4cccnc4)ccc3O[C@@H]2[C@@H](CO)O1	14	0.0
CCN(C[C@H]1[C@H](c2ccccc2)[C@H](CO)N1CC1CC1)C(=O)c1ccccn1	-8	0.0
COc1ccc(CN(C)C[C@@H]2Oc3ccc(NC(=O)Nc4ccc5c(c4)OCO5)cc3CC(=O)N([C@@H](C)CO)C[C@@H]2C)cc1	14	0.0
C[C@@H]1CN([C@H](C)CO)C(=O)c2cc(N(C)C)ccc2O[C@H]1CN(C)CC1CCCCC1	11	0.0
COc1ccc2c3c(n(C)c2c1)[C@@H](CO)N(Cc1ccccc1)CC31CN(CC2CC2)C1	14	0.0
O=C1[C@H](Cc2ccc(F)cc2)CCn2cc(nn2)COC[C@H]2CCCN12	-16	0.2
O=C(Nc1ccc2c(c1)[C@H]1C[C@H](CC(=O)N3CCc4ccccc4C3)O[C@@H](CO)[C@H]1O2)c1ccc2c(c1)OCO2	37	0.0
CCN(C[C@H]1[C@H](c2ccccc2)[C@@H](CO)N1CC1CC1)C(=O)c1ccccn1	17	0.0
COCC(=O)Nc1ccc2c(c1)[C@H]1C[C@H](CC(=O)N[C@H](C)c3ccccc3)O[C@H](CO)[C@H]1O2	-10	0.0
COc1cccc(-c2ccc3c(c2)[C@@H]2[C@@H](CCN2S(=O)(=O)c2cn(C)cn2)[C@H](CO)N3)c1	-15	0.0
COc1ccc2c3c([nH]c2c1)[C@@H](CO)N(C)CC31CCN(S(=O)(=O)c2cn(C)cn2)CC1	-6	0.0
CCCN(C[C@H]1N[C@H](CO)[C@@H]1c1ccccc1)C(=O)COC	34	1.2
CCC(=O)N1[C@@H](CO)[C@@H](c2ccc(-c3cccc(OC)c3)cc2)C12CN(C(C)=O)C2	15	x
Cc1noc(C)c1NC(=O)Nc1ccc2c(c1)C(=O)N([C@@H](C)CO)C[C@@H](C)[C@@H](CN(C)S(=O)(=O)c1ccc(F)cc1)O2	2	0.0
O=C(C[C@@H]1C[C@@H]2c3cc(NC(=O)c4ccc5c(c4)OCO5)ccc3O[C@@H]2[C@@H](CO)O1)NCCN1CCCCC1	-30	0.0
CCCC(=O)Nc1ccc2c(c1)C(=O)N(C)[C@H]1CC[C@@H](CC(=O)NCc3cccc(F)c3)O[C@@H]1CO2	-54	0.0
CO[C@H]1CN(C)C(=O)c2ccc(NC(=O)c3cc(C)on3)cc2OC[C@@H](C)NC[C@@H]1C	-8	0.0
COc1ccccc1-c1ccc2n(c1=O)C[C@H]1[C@H](CO)[C@@H](C(=O)N3CCOCC3)[C@@H]2N1CC1CC1	-3	0.0
CCCNC(=O)N1CC2(CCN(C(=O)C3CCOCC3)CC2)c2c([nH]c3cc(OC)ccc23)[C@@H]1CO	22	0.0
Cc1cc(C(=O)Nc2ccc3c(c2)C(=O)N(C)[C@@H]2CC[C@@H](CC(=O)NCc4ccc(-c5ccccc5)cc4)O[C@@H]2CO3)no1	u	0.0
C[C@@H]1CCCCO[C@@H](CN(C)C(=O)Nc2ccccc2)[C@@H](C)CN([C@@H](C)CO)C(=O)c2cc(NC(=O)Nc3ccccc3)ccc2O1	-14	0.0
CN1c2ccc(Br)cc2[C@H]2[C@H](CCN2S(=O)(=O)c2ccccc2F)[C@@H]1CO	26	0.0
C[C@H](CO)N1C[C@H](C)[C@@H](CN(C)S(=O)(=O)c2cccc(C#N)c2)OCc2ccccc2-c2ccccc2C1=O	-11	0.0
Cc1ccc(S(=O)(=O)Nc2ccc3c(c2)C(=O)N([C@@H](C)CO)C[C@H](C)[C@H](CN(C)S(=O)(=O)c2cccs2)OCCCC[C@H](C)O3)cc1	24	0.0
COc1ccc2c3c([nH]c2c1)[C@H](CO)N(C(=O)NC(C)C)CC31CCN(C(=O)c2cnccn2)CC1	19	0.0
OC[C@@H]1[C@@H](c2ccc(-c3cccnc3)cc2)[C@H]2CN(Cc3ccccn3)CCCCN12	-2	0.0
COc1ccc2c3c(n(C)c2c1)[C@@H](CO)N(C)CC31CN(S(=O)(=O)c2cccc(C)c2)C1	-22	0.0
CN1C(=O)c2cc(NC(=O)c3cccc(F)c3)ccc2OC[C@H]2O[C@@H](CC(=O)NCc3ccccc3Cl)CC[C@H]21	1	0.0
CN1CCCCN2[C@@H](CO)[C@@H](c3ccc(-c4ccc(F)cc4)cc3)[C@@H]2C1	-21	0.0
CO[C@H]1CN(C)C(=O)c2ccc(NS(=O)(=O)c3ccc(C)cc3)cc2OC[C@@H](C)N(C)C[C@H]1C	-22	0.0
O=C(c1ccc2c(c1)OCO2)N1CC[C@@H]2[C@H](CO)Nc3ccc(C#Cc4ccccc4)cc3[C@@H]21	1	0.0
O=C(C[C@H]1CC[C@H](NC(=O)C2CCOCC2)[C@@H](CO)O1)NCC1CCCCC1	3	0.0
CNC[C@H]1OCCCC[C@H](C)Oc2ccc(NC(=O)Nc3ccc(OC)cc3)cc2C(=O)N([C@H](C)CO)C[C@@H]1C	14	0.0
COc1ccc2c3c([nH]c2c1)[C@@H](CO)N(C(=O)NC(C)C)CC31CCN(C(=O)c2cnccn2)CC1	u	0.0
CC(C)(C)[S@](=O)N1Cc2cc(C(=O)NCCc3ccncc3)nc(-c3cccc(-c4cccc(C#N)c4)c3)c2[C@@H]1CCO	79*	0.0
N#C[C@@H]1[C@@H](c2ccccc2-c2ccccc2F)[C@@H](CO)N1C(=O)Cc1ccccc1	3	0.0
O=C(NCC[C@H]1CC[C@H](NC(=O)C2CCOCC2)[C@@H](CO)O1)c1cc(Cl)cc(Cl)c1	9	0.0
